IMPase cell inh: qHTS Assay for Identifying the Cell-Membrane Permeable IMPase Inhibitors; Inositol monophosphatase 1 (Rattus norvegicus), P97697; CHO-M1 cells, IP1 accumulation, HTRF TR-FRET ratio; inhibition (IP1 accumulation), % at 46.1 µM; 120,000 tested, under 10 active; AID 901, 2007; active means well fitted curve in the direction sought with a large enough effect in the signal ratio, not every such curve was filed as active; inconclusive means small, poorly fitted or top-dose-only effect, or a change in a side signal; inactive means no such curve, though single readings can be large or run the other way; the % refers to the signal ratio;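 further: cells stimulated with carbachol in lithium chloride buffer; plate controls were DMSO basal wells for no effect and reference inhibitor wells for full effect; higher means more IMPase inhibition seen as more IP1 and lower FRET ratio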
Target sequence (P97697 whole entry, looked up): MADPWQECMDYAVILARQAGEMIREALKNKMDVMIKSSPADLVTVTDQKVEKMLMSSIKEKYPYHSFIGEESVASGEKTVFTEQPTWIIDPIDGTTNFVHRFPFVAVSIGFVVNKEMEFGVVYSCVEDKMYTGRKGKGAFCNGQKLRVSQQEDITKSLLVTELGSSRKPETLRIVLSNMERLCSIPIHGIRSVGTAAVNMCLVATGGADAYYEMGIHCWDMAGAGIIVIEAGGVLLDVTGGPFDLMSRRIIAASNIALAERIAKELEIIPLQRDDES
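CHO-M1, 2000 cells/well, cultured 16–30 h; cpd up to 46 uM; carbachol (50 uM solution, stimulation buffer w/ 50 mM LiCl, pH 7.4), 30 min 37C; IP-One TR-FRET, 10 min RT; Ex 320/Em 665, 620; Hill-fit AC50.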
ALOX15B inhib: qHTS Assay for Inhibitors of 15-hLO-2 (15-human lipoxygenase 2). Polyunsaturated fatty acid lipoxygenase ALOX15B (Homo sapiens), O15296. purified 15hLO-2, xylenol orange hydroperoxide absorbance. Potency, µM (series often up to 57.1 µM), inactives show at the top dose activity change, negative = inhibition, actives largely listed as inhibitors. hit rate 0.56% among 110,000. AID 881, 2007; further: potency means the concentration at half of the fitted maximal effect; nearly all actives have a fitted effect of over 60% in size; many of its hits are not listed in these tables
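Enzyme 50 nM, AA 45 uM, 25 mM Hepes pH 7.5 + 0.01% Triton X-100; cpd preinc 15 min RT, rxn 90 min RT; stop/detect with 200 uM XO + 300 uM Fe(II) in 50 mM H2SO4, 30 min; A573/A405.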
PNC inhibitor: High Content Assay for Compounds that inhibit the Assembly of the Perinucleolar Compartment | PC3M PTB-GFP, PNC prevalence imaging, 16 h; active compounds read low | activity change (PNC), negative = inhibition, % at 10 µM | hit rate 3.1% among 140,000 | AID 2417, 2010;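 active means readout at or below -70, meaning at least 70% loss of cells showing the perinucleolar compartment, a nuclear body marking cancer cells; inconclusive means readout between -30 and a set limit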;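 further: plate controls were DMSO wells for no effect and camptothecin positive control wells for full effect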
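Compounds are pinned in duplicate onto adhered PC3M cells stably expressing GFP-tagged PTB and incubated 16 h at 37 C. Cells are then fixed, nuclei stained with Hoechst, and PNC-positive cells counted.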
ALOX12 inhib: qHTS Assay for Inhibitors of 12-hLO (12-human lipoxygenase); AID 1452, 2008; Polyunsaturated fatty acid lipoxygenase ALOX12 (Homo sapiens), P18054; purified 12-hLO, xylenol orange hydroperoxide absorbance; Potency, µM (titrated, usually from 57.1 µM), inactives show at the top dose activity change, negative = inhibition, hits mostly inhibitors; hit rate 0.12% among 150,000; further: potency means the concentration at half of the fitted maximal effect; nearly all actives have a fitted effect of over 55% in size; many of its hits are not listed in these tables
Target sequence (P18054 whole entry, looked up): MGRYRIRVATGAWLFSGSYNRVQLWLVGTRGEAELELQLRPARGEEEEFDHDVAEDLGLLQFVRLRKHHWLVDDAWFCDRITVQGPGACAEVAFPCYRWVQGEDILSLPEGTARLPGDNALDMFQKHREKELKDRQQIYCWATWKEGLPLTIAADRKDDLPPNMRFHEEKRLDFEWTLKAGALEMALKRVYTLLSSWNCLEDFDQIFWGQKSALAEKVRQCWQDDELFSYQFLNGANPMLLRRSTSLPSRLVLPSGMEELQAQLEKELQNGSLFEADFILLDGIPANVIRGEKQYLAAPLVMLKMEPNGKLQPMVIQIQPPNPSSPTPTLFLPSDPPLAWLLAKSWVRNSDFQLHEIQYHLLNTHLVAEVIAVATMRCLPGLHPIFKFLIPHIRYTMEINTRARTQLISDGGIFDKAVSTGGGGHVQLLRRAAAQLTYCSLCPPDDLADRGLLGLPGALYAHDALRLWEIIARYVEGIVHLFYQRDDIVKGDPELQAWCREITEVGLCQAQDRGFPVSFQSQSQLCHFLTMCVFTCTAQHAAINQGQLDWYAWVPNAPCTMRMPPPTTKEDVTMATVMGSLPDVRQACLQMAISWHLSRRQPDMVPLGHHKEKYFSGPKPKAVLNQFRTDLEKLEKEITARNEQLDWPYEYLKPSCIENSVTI
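150 nM 12hLO, 25 mM Hepes pH 7.0 + 0.01% Triton X-100; cpd preinc 15 min RT; 40 uM arachidonic acid, 30 min RT; Fe-XO 30 min; A573/A405 ratio as read-out.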
* marks the source's active call; other numbers are inactive results; ? = inconclusive; · = no result given; [ ] = another dose, or the depositor's remark. Unless noted, the call rests on the fitted dose curve; in most records, active means well fitted curve in the direction sought with a large enough effect; inconclusive means small, poorly fitted or top-dose-only effect, or another doubt; inactive means no such curve, though single readings can be large; an effect the other way counts as inactive or inconclusive. Unless noted, on the % scale 0 is the no-effect control and ±100 the full control effect. Some of the compounds tested, so the mix of outcomes need not match the whole.

SMILES	IMPase cell inh	ALOX15B inhib	PNC inhibitor	ALOX12 inhib
COc1ccc(-c2cc(C(F)(F)F)nc(SCC(=O)N(C)Cc3cn(C)nc3C)n2)cc1OC	·	·	?	1%
COc1ccc(Nc2nc(-c3sc(NC(C)=O)nc3C)cs2)cc1	-3	-1%	-12	-11%
CC(=O)c1c(C)[nH]c(C(=O)OCC(=O)N2CCN(S(=O)(=O)c3ccc(C)cc3C)CC2)c1C	3	-3%	39	-9%
CC(=O)OC(C(=O)NCc1ccc2c(c1)OCO2)c1ccccc1Cl (stereo unspecified)	3	1%	24	-6%
CCOC(=O)c1c(N)sc(=S)c2c1CCC2	6	?	?	-20%
Cc1ccccc1N1C(=O)c2cccc3c(N(C)CCO)ccc(c23)C1=O	6	-7%	-80*	-5%
CC1CCN(S(=O)(=O)c2ccc(Br)s2)CC1	3	-4%	-10	-9%
COc1ccc(N/C(=N\c2nc(C)cc(C)n2)NC(=O)C(C)C)cc1OC	-2	-1%	20	2%
Fc1cccc(Cl)c1Cn1nnc(-c2ccc(N3CCOCC3)cc2)n1	8	5%	-3	-2%
CCOc1ccc2[nH]c(=O)c(CN(Cc3nnnn3CCc3ccccc3)CC3CCCO3)cc2c1 (stereo unspecified)	0	·	-100*	-8%
COc1ccc(CNC(=O)CSc2nnnn2Cc2ccccc2)cc1	?	5%	19	-6%
COc1ccc(OC)c(Nc2nc(-c3cccs3)cs2)c1	-4	3%	15	1%
O=C(O)CCC(=O)N1CCN(c2nc3ccccc3s2)CC1	?	0%	?	-3%
O=C(Nc1ccccc1)c1ccccc1OCc1cccc([N+](=O)[O-])c1	·	·	-99*	0%
COc1cc(/C=C/C(=O)N2CCOCC2)ccc1OCc1ccccc1	·	·	24	0%
CCOC(=O)c1c(-c2ccccc2)csc1NC(=O)CCN1C(=O)c2ccccc2C1=O	-9	·	?	-5%
O=C(CCCN1C(=O)/C(=C/c2ccco2)SC1=S)Nc1ccccc1	8	·	?	-4%
O=C(O)c1cc(Cl)cc(Cc2cc(Cl)cc(C(=O)O)c2O)c1O	·	-10%[11.4 µM]	·	-1%[11.4 µM]
Cc1ccc(S(=O)(=O)N2CCOCC2)cc1C(=O)Nc1c(C)n(C)n(-c2ccccc2)c1=O	0	1%	-100*	-3%
COc1ccc([N+](=O)[O-])cc1NC(=O)CC(C)c1ccccc1 (stereo unspecified)	4	2%	-24	1%
CC1CN(C(=O)Cn2cnc3c2c(=O)n(C)c(=O)n3C)CC(C)O1 (stereo unspecified)	15	5%	?	-1%
CCCC(=O)NC(Nc1cc(C(F)(F)F)ccc1Cl)C(Cl)(Cl)Cl (stereo unspecified)	11	13%	9	-12%
N#Cc1c(NC(=O)CCC(=O)O)sc2c1CCCC2	-4	-12%	33	5%
COCCn1c(CN2CCN(c3ccc(OC)cc3)CC2)nc2c1c(=O)n(C)c(=O)n2C	3	5%	?	-5%
COc1ccc(-c2coc3ccc(OC4OC(COC(C)=O)C(OC(C)=O)C(OC(C)=O)C4OC(C)=O)cc3c2=O)cc1 (stereo unspecified)	3	-3%	·	0%

17 neighbouring compounds already listed:
SMILES	IMPase cell inh	ALOX15B inhib	PNC inhibitor	ALOX12 inhib
Fc1cccc(Cl)c1Cn1nnc(-c2ccc(N3CCOCC3)cc2)n1	8	5%	-3	-2%
CCOc1ccc2[nH]c(=O)c(CN(Cc3nnnn3CCc3ccccc3)CC3CCCO3)cc2c1 (stereo unspecified)	0	·	-100*	-8%
COc1ccc(CNC(=O)CSc2nnnn2Cc2ccccc2)cc1	?	5%	19	-6%
COc1ccc(OC)c(Nc2nc(-c3cccs3)cs2)c1	-4	3%	15	1%
O=C(O)CCC(=O)N1CCN(c2nc3ccccc3s2)CC1	?	0%	?	-3%
O=C(Nc1ccccc1)c1ccccc1OCc1cccc([N+](=O)[O-])c1	·	·	-99*	0%
COc1cc(/C=C/C(=O)N2CCOCC2)ccc1OCc1ccccc1	·	·	24	0%
CCOC(=O)c1c(-c2ccccc2)csc1NC(=O)CCN1C(=O)c2ccccc2C1=O	-9	·	?	-5%
O=C(CCCN1C(=O)/C(=C/c2ccco2)SC1=S)Nc1ccccc1	8	·	?	-4%
O=C(O)c1cc(Cl)cc(Cc2cc(Cl)cc(C(=O)O)c2O)c1O	·	-10%[11.4 µM]	·	-1%[11.4 µM]
Cc1ccc(S(=O)(=O)N2CCOCC2)cc1C(=O)Nc1c(C)n(C)n(-c2ccccc2)c1=O	0	1%	-100*	-3%
COc1ccc([N+](=O)[O-])cc1NC(=O)CC(C)c1ccccc1 (stereo unspecified)	4	2%	-24	1%
CC1CN(C(=O)Cn2cnc3c2c(=O)n(C)c(=O)n3C)CC(C)O1 (stereo unspecified)	15	5%	?	-1%
CCCC(=O)NC(Nc1cc(C(F)(F)F)ccc1Cl)C(Cl)(Cl)Cl (stereo unspecified)	11	13%	9	-12%
N#Cc1c(NC(=O)CCC(=O)O)sc2c1CCCC2	-4	-12%	33	5%
COCCn1c(CN2CCN(c3ccc(OC)cc3)CC2)nc2c1c(=O)n(C)c(=O)n2C	3	5%	?	-5%
COc1ccc(-c2coc3ccc(OC4OC(COC(C)=O)C(OC(C)=O)C(OC(C)=O)C4OC(C)=O)cc3c2=O)cc1 (stereo unspecified)	3	-3%	·	0%

(further entries)
SMILES	IMPase cell inh	ALOX15B inhib	PNC inhibitor	ALOX12 inhib
COc1ccc(N2C(=O)CCC(C(=O)N3CCC(C(N)=O)CC3)C2c2ccc(F)cc2)cc1 (stereo unspecified)	6	3%	32	1%
Cc1nnc(SCC(=O)Nc2cccc(S(=O)(=O)N(C)c3ccccc3)c2)s1	9	·	18	-4%
Cc1sc2nc(SCC(=O)c3cc(C)n(CC4CCCO4)c3C)n(C(C)C)c(=O)c2c1C (stereo unspecified)	2	-4%	11	-20%
C=CCn1c(SCc2nc3c(c(=O)[nH]c(=O)n3CCCC)n2CCC)nnc1-c1ccccc1	-2	-7%	?	-4%
N#Cc1c(-c2ccccc2)nc2n(-c3ccccc3)nc(C(=O)Nc3ccccc3)n2c1=O	-2	-6%	-9	4%
CCCCOc1ccc(CN(C)c2ncnc(N)n2)cc1	10	·	-29	0%
O=C(c1ccco1)N1CCC2(CC1)CN(c1ccccc1)C2	·	-11%	·	-5%
O=C(CSc1nc2ccccc2[nH]1)Nc1ccc(F)cc1	2	-1%	10	-2%
COc1ccc(C(=O)/C(=C\c2sccc2C)c2nc3ccccc3o2)cc1	·	·	68	-2%
Cc1[nH]c2ccc(-c3nnc(SCC(=O)N4CCCc5ccccc54)o3)cc2c1C	2	-3%	22	-6%
CCCCn1c(N)c(-c2nc3ccccc3s2)c2c([N+](=O)[O-])nn(C)c(=O)c21	0	-8%	-3	-9%
CCc1ccc(NC(=O)c2ccc(F)c(S(=O)(=O)NCC3COc4ccccc4O3)c2)cc1 (stereo unspecified)	1	·	-13	-6%
O=C(/C=C/c1cccc([N+](=O)[O-])c1)c1cccs1	·	·	?	4%
CCN(CC)Cc1c(O)ccc2c(=O)c(-c3ccc4c(c3)OCCO4)coc12	1	4%	-15	-1%
Cc1c(NS(C)(=O)=O)c(=O)n(-c2ccccc2)n1C	-4	4%	?	-3%
CCOC(=O)Cc1csc(NC(=O)c2ccc3c(c2)OCO3)n1	-1	0%	26	-6%
CC(C)(C)n1ncc2c(=O)n(CC(=O)N3CCc4ccccc43)cnc21	-8	0%	-8	0%
COc1ccc(N(CC(O)CN2CCCCC2)S(=O)(=O)c2ccc(C)cc2)cc1 (stereo unspecified)	?	10%	-10	-9%
CC(=O)OCC1OC(n2cnc3c(=O)[nH]cnc32)C(OC(C)=O)C1OC(C)=O (stereo unspecified)	·	3%	·	0%
Fc1ccccc1CSc1nc2ncc(Br)cc2[nH]1	1	-5%	36	0%
N#Cc1ccc(-c2ccc(F)cc2)nc1Oc1ccc(F)cc1	-7	-4%	28	4%
CN1CCCN([C@@H](c2ccccc2)c2ccc(Cl)cc2)CC1	15[20.6 µM]	35%[activator][25.6 µM]	·	6%[25.6 µM]
COc1ccc(OC)c(C(c2nnnn2C(C)(C)C)N2CCc3ccccc3C2)c1 (stereo unspecified)	6	-14%	6	-3%
CCC(C)c1ccc(O)c(N)c1 (stereo unspecified)	-6	?	-30	-27%
CC(C)C(c1nnnn1Cc1ccccc1)N(CCCO)Cc1cc2cc3c(cc2[nH]c1=O)OCO3 (stereo unspecified)	6	-12%	?	-24%

New compounds follow:
SMILES	IMPase cell inh	ALOX15B inhib	PNC inhibitor	ALOX12 inhib
c1ccc(C2=NNC(=NCc3ccc4c(c3)OCO4)SC2)cc1	-3	·	?	-11%
Cc1cc(C)n(CCC(=O)N/N=C/c2ccc(O)cc2)n1	-4	·	?	0%
Cc1c(N2C(=O)CSC23C(=O)Nc2ccccc23)c(=O)n(-c2ccccc2)n1C (stereo unspecified)	0	5%	9	-4%
C/C(=C\C(=O)N1CCc2ccccc21)C(=O)O	2	-13%	-20	-10%
Cn1ccnc1SCC(=O)Nc1cc(C(F)(F)F)ccc1N1CCOCC1	4	-2%	-3	-2%
CCOC(=O)c1c(-c2ccc(OC)cc2)nc2nonc2c1N	6	·	?	-3%
O=C(Oc1ccc2c(=O)c(Oc3ccc4ccccc4c3)coc2c1)c1cccnc1	·	·	-21	5%
CCOC(=O)N1CCN(c2nc(C)cc(C(F)(F)F)n2)CC1	-2	-2%	-13	4%
O=C(Oc1ccc2ccc(OC(=O)N3CCOCC3)cc2c1)N1CCOCC1	3	5%	36	1%
COCCNC(=O)c1nc2ccccc2s1	·	·	20	6%
CC(=O)N1CCCc2cc(S(=O)(=O)CCC(=O)N3CCN(c4ccccc4)CC3)ccc21	-8	-4%	33	2%
CCOC(=O)C1(O)CC(C)=NN1C(=O)c1cccc(Cl)c1 (stereo unspecified)	·	·	-9	-4%
CCOC(=O)c1c(C)[nH]c(C(=O)COC(=O)c2cn(CC)c3nc(C)ccc3c2=O)c1C	-3	-10%	3	0%
O=C1Nc2ccc(Cl)cc2/C1=C/C1CC=CCC1 (stereo unspecified)	·	·	22	-10%
CN1C(=O)N(C)C2CC1N(C)C(=O)N2C	4	0%	?	-5%
Cc1ccc(OCCn2c(C)c(/C=N/n3cnnc3)c3ccccc32)cc1	5	0%	-1	-3%
O=C(NNC(=O)c1cccc(Br)c1)C(=O)N1CCCCC1	·	·	2	2%
CCOc1ccc(CCNC(=O)C(CC)n2nc(C)n3c(cc4sccc43)c2=O)cc1OCC (stereo unspecified)	-3	-2%	35	2%
CCC(C)n1c(SCC(=O)/C(C#N)=C(\C)N)nc2ccccc2c1=O (stereo unspecified)	·	·	?	-3%
O=C(CSc1nnc(-c2cccnc2)n1Cc1ccco1)c1ccc(Cl)c(Cl)c1	0	?	-9	-14%
CCSc1nc2c(c(=O)[nH]1)C(C(C)C)C(C#N)=C(N)O2 (stereo unspecified)	0	-3%	46	-1%
Cc1csc(NC(=O)c2cc3c(s2)CCCC3)n1	-7	68%[activator]	24	-18%
C[C@H](NCCN(C)C)[C@@H]1CCC2C3CCc4cc(O)ccc4[C@H]3CCC21C (stereo partly specified)	·	5%[11.4 µM]	·	3%[11.4 µM]
Cc1ccc(S(=O)(=O)N(Cc2cc3cccc(C)c3[nH]c2=O)c2ccccc2)cc1	1	·	?	0%
CN(CC(O)CON=C1c2ccccc2-c2ccccc21)S(=O)(=O)c1ccc(Br)cc1 (stereo unspecified)	-1	·	-23	-3%

High-throughput results: PubChem BioAssay, National Center for Advancing Translational Sciences (NCATS)
